TDP2 absorb = human TDP2 enzyme inhibitors, primary screen, biochemical, epi absorbance, recombinant enzyme; Tyrosyl-DNA phosphodiesterase 2 (Homo sapiens), O95551; T5PNP hydrolysis, p-nitrophenol absorbance 415 nm; inhibition, % at 12.8 µM; hit rate 0.34% among 370,000; AID 720702, 2013;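 active means inhibition above the mean of all tested compounds plus 3 SD, set per campaign, cut at about 25% in these data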;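 further: 0% = DMSO with enzyme and 100% = buffer with substrate but no TDP2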
Target sequence (O95551 whole entry, looked up): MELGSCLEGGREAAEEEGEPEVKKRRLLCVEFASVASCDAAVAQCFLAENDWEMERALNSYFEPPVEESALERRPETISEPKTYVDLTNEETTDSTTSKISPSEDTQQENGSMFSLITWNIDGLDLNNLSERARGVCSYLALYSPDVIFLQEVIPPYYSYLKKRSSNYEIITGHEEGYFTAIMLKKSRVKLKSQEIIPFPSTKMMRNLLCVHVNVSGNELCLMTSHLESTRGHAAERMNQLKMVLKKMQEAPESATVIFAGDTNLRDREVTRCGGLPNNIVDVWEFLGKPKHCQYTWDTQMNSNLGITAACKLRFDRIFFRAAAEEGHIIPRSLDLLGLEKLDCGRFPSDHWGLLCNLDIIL
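Incubation: 2 h at 37 °C; Test system: recombinant human TDP2; Quantity: enzyme 120 nM; Read-out basis: percent inhibition; Medium: 50 mM Tris-HCl pH 7.5 with Mg2+, KCl, DTT, BSA; Repeats: single replicate; Compound: 12.8 µM single point, 1% DMSO; Signal: epi absorbance; Reagent: 5 mM T5PNP chromogenic substrate; Benchmarks: no-enzyme high, DMSO-plus-enzyme low.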
ARFGAP1 inhibitor = inhibitors of rat ARFGAP1 GAP activity, primary screen, biochemical, fluorescence polarization, GDP tracer; inhibition, % at 16.5 µM; AID 651572, 2012; ADP-ribosylation factor GTPase-activating protein 1 (Rattus norvegicus), Q62848; Arfgap1-stimulated ARF1 GTP hydrolysis, GDP FP detection; hit rate 0.26% among 360,000;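 active means inhibition above a per-plate limit, mean inhibition of low control wells plus 3 SD, cut at about 25% in these data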;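 further: 0% = DMSO wells with enzyme and 100% = wells lacking Arfgap1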
Target sequence (Q62848 1-136 limits assumed): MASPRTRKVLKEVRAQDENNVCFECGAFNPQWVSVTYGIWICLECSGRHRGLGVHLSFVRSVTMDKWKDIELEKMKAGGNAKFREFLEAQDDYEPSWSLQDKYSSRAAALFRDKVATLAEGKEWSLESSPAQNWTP
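Replicates: Single well per compound | Assay system: Truncated rat Arfgap1 GAP domain | Control set: No-Arfgap1 wells (100%) versus DMSO full-reaction wells (0%) | Times: Enzyme reaction 120 min at 25 °C after 20 min preincubation | Reagent: Human ARF1(Δ1-17)-GTP substrate | Measured by: Tracer-displacement fluorescence polarization with EDTA stop, 620/688 nm | Measure: Percent inhibition of Arfgap1-stimulated GTP hydrolysis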
ADAM17 inh = ADAM17 inhibitors, primary screen, biochemical, QFRET; inhibition, % at 6.95 µM; Disintegrin and metalloproteinase domain-containing protein 17 (Homo sapiens), P78536; hit rate 0.83% among 370,000; recombinant ADAM17, EDANS/DABCYL FRET peptide cleavage; AID 720648, 2013;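 active means inhibition above the mean of compounds lying between control limits plus 3 SD, set per campaign, cut at about 8.5% in these data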;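 further: 0% = DMSO-only wells as the low control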
ADAM10 inh = human ADAM10 inhibitors, primary screen, biochemical, QFRET, HTS; Disintegrin and metalloproteinase domain-containing protein 10 (Homo sapiens), O14672; recombinant ADAM10, EDANS/DABCYL FRET peptide cleavage, 3 h; inhibition, % at 7 µM; hit rate 0.62% among 370,000; AID 720582, 2013;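 active means inhibition above a per-campaign cutoff equal to the mean of compounds falling between control-based bounds plus 3 SD, cut at about 20% in these data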;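 further: 0% = DMSO wells while the 100% control is not disclosed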
PLC-beta3 inh = human PLC-beta3 inhibitors, primary screen, biochemical, fluorescence; 1-phosphatidylinositol 4,5-bisphosphate phosphodiesterase beta-3 (Homo sapiens), Q01970; Purified PLC-beta3, fluorogenic substrate; inhibition, % at 12.2 µM; hit rate 0.18% among 370,000; AID 720704, 2013; in the data active means inhibition above about 11%;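 further: 0% = median of compound wells on plate and 100% = full blocker control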
Tn7 DDE FP = inhibitors of Tn7 peptide binding to fibrin DD(E), primary screen, biochemical, fluorescence polarization, human fibrin, Tn7 probe. FP displacement of FITC-Tn7 peptide from fibrin DD(E); 0% = median of compound wells per plate. inhibition, % at 8.3 µM. hit rate 0.13% among 370,000. AID 720508, 2013;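 active means inhibition above the mean of compounds falling within the control limits plus 3 SD of them, cut at about 14% in these data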;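 further: 0% = plate median of compound wells and 100% = 10 µM Aha-Tn7 peptide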
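Measure: % inhibition scaled between sample-field median and high-control FP; Test system: human fibrin DD(E); Quantity: 2 µM final DD(E) protein; Doses: one dose, 8.3 µM nominal; Schedule: compound with protein 10 min, then 3 h after probe, room temperature; Detection: fluorescence polarization; Medium: Tris buffer with calcium and detergent, pH 7.8.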
ASAP1 GAP inh = inhibitors of human ASAP1 ArfGAP activity, primary screen, biochemical, fluorescence polarization | hit rate 0.19% among 360,000 | ASAP1-stimulated ARF1 GTP hydrolysis, GDP FP detection | inhibition, % at 16.5 µM | AID 624377, 2012; in the data active means inhibition above about 25%;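 further: 0% = vehicle with enzyme and substrate and 100% = no enzyme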
PLC-gamma1 inh = PLC-gamma1 enzyme inhibitors, primary screen, biochemical, fluorescence, purified enzyme | hit rate 0.84% among 370,000 | inhibition, % at 12.2 µM | fluorogenic substrate | 1-phosphatidylinositol 4,5-bisphosphate phosphodiesterase gamma-1 (Homo sapiens), P19174; in the data active means inhibition above about 9.5%
SIAE primary = human SIAE inhibitors, primary screen, biochemical, fluorescence polarization, FP-Rh probe, 1536-well HTS; hit rate 0.69% among 370,000; Sialate O-acetylesterase (Homo sapiens), Q9HAT2; AID 1053197, 2014; inhibition, % at 9.66 µM; SIAE FP-Rh probe binding;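 active means inhibition above a cutoff: mean of compounds within the control limits plus 3 SD of those, cut at about 17% in these data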;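 further: 0% = plate median of compound wells and 100% = probe without SIAE protein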
Target sequence (Q9HAT2 whole entry, looked up): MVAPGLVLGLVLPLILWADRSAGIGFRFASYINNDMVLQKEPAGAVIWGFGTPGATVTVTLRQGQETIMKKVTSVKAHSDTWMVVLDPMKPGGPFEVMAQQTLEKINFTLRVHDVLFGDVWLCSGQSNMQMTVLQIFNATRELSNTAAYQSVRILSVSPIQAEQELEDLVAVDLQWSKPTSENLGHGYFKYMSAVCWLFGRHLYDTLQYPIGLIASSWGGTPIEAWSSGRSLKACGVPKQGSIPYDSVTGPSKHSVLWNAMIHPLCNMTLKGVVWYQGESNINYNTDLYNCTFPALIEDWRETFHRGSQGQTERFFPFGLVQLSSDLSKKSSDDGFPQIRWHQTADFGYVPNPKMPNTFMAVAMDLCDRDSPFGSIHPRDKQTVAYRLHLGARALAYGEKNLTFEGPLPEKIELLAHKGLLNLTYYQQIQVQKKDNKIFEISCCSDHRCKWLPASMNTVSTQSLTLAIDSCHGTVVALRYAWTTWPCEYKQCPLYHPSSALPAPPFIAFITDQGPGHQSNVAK
Tn6 DDE FP = inhibitors of Tn6 peptide binding to fibrin DD(E), primary screen, biochemical, fluorescence polarization, human fibrin, Tn6 probe. Fibrin DD(E) TRITC-Tn6 fluorescence polarization displacement. inhibition, % at 8.3 µM. hit rate 0.21% among 370,000. AID 720509, 2013;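 active means inhibition above a per-campaign cutoff: mean of compounds within control limits plus 3 SD, cut at about 15% in these data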;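 further: 0% = median of all compound wells on the plate and 100% = blocking peptide control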
Active calls of the source: *; i = inactive.

SMILES	TDP2 absorb	ARFGAP1 inhibitor	ADAM17 inh	ADAM10 inh	PLC-beta3 inh	Tn7 DDE FP	ASAP1 GAP inh	PLC-gamma1 inh	SIAE primary	Tn6 DDE FP
COC(=O)C(Cc1ccc(O)cc1)NC(=O)C(CC(=O)OC(C)(C)C)NC(=O)OC(C)(C)C (stereo not given)	1	-6	-3	-6	2	-1	4	1	0	6
COc1ccc(OC)c(C(=O)CSc2nnc(C3CC3)n2C2CC2)c1	-3	0	-2	-4	-1	6	-5	-1	4	2
COc1ccc(CCNC(=O)CN2C(=O)COc3ccc(S(=O)(=O)N4CCOCC4)cc32)c(OC)c1	-6	-8	-2	-3	-4	6	6	2	-4	3
Cn1c(CN2CCCC2)nc2cc(NS(=O)(=O)c3ccccc3)ccc21	3	2	-2	-2	-6	4	14	-8	-3	0
COc1ccc(CN(C)C(=O)C(Cc2ccccc2)NC(=O)c2ccccc2)c(OC)c1 (stereo not given)	-6	2	-1	-7	0	7	-3	0	-4	-7
CN(NS(=O)(=O)c1ccc(Cl)cc1)c1cnn(C)c(=O)c1Cl	-10	2	1	5	0	-5	7	3	7	-3
CCc1ccc(NC(=O)C(C)OC(=O)CC(NC(C)=O)c2ccccc2)cc1 (stereo not given)	-5	3	-1	6	-6	10	1	-1	4	-6
Cc1ccc(S(=O)(=O)N2[C@@H](c3ccccc3F)C(C(=O)O)=CC[C@H]2c2ccc(Cl)c(Cl)c2)cc1	-7	-9	3	4	-6	-11	0	2	-6	-6
C=CCn1c(C)nnc1SCC(=O)Nc1ccc2c(c1)OCCO2	9	-5	-6	-16	0	2	4	-3	4	6
COC(=O)c1sccc1Oc1ccc(Cl)cc1N1C(=O)CCC1=O	0	7	-2	-4	-7	-4	6	1	-8	10
CC(C)CN(C(=O)CCC(=O)OCC(=O)N(C)c1ccccc1)c1c(N)n(CC(C)C)c(=O)[nH]c1=O	-3	6	-5	-10	-1	3	-16	4	-3	-7
O=C1NCC(COc2cccc3ccccc23)O1 (stereo not given)	-10	6	-2	-7	-1	-2	-10	2	-6	2
COc1ccccc1N(CC(=O)NC1CCCCC1)C(=O)CCC(=O)Nc1ccccn1	14	-2	-3	2	1	3	5	0	1	-1
CCOc1ccc(NC(=S)NC(C)C(c2ccccc2)N2CCN(C)CC2)cc1 (stereo not given)	-7	-14	2	4	-3	-2	-1	3	1	4
COc1ccc(OCCSc2ncnc3nc[nH]c23)cc1	-4	10	2	-15	-2	1	7	-2	-1	2
Cc1c(NC(=O)c2cc(-c3ccc(F)cc3)nc3ccccc23)c(=O)n(-c2ccccc2)n1C	0	-12	-6	-10	-7	-4	-2	-3	2	3
Cc1cccc2c(Cl)cc(=O)[nH]c12	5	-1	-9	-14	-1	0	1	7	0	1
CSc1cccc(NC(=O)Nc2ccccc2)c1	-10	11	3	13	5	-4	-8	4	-11	-1
NC(=O)N/N=C/c1ccccc1OC(=O)c1ccccc1Br	6	-3	-4	-4	-9	8	6	-10	-3	-5
C/C(=N\Nc1ccc([N+](=O)[O-])cc1)c1ccc(O)cc1	-9	8	2	9	-149	2	15	-123	7	-5
CC(=O)c1cc2c(cc1NC(=O)CSc1ncccn1)OCO2	9	-2	-22	-79	-63	5	2	-50	5	4
CCS(=O)(=O)N1CCC(C(=O)Oc2ccc(C)c(C)c2)CC1	-20	-4	-3	-10	-7	-1	3	0	-6	5
Cc1ccc(Nc2nnc(SCC(=O)NC(Cc3c[nH]c4ccccc34)C(=O)O)s2)cc1 (stereo not given)	-7	-16	-3	-7	-12	0	1	-5	13	-3
CC1=C(C(=O)OCc2ccccc2)C(c2ccco2)C2=C(CC(C)(C)CC2=O)N1 (stereo not given)	2	2	-26	-90	-109	3	-12	-96	-1	10
c1coc(C2Nc3ccccc3C3OCCC23)c1 (stereo not given)	4	17	-43	-151	-18	3	0	-14	-4	-11
CCN1CCN(C(=S)c2ccc(OC)cc2)CC1	3	0	-5	-5	-5	0	-2	0	5	-7
CCCCCC(O)(CCCCC)C(=O)NNc1ccccc1	-7	9	-6	3	2	-3	6	-2	5	-5
COc1ccccc1-c1cc(C(=O)N/N=C/c2cccs2)c2ccccc2n1	-4	-3	-2	13	-25	6	12	-20	-13	7
CCC(C)NC(=O)Cn1cnc2sc(C)c(S(=O)(=O)N3CCN(c4ncccn4)CC3)c2c1=O (stereo not given)	-5	16	-1	-5	1	-2	5	-2	-10	3
NC(=O)c1ccc(NC(=O)COC(=O)c2ccc3ccccc3n2)cc1	1	5	-8	-12	-2	4	-4	0	7	6
O=C(Cc1cccc([N+](=O)[O-])c1)Nc1cccc(C(=O)N2CCCCC2)c1	1	-3	1	-6	1	-5	-8	-1	7	6
COC(=O)c1ccc(NC2(C#N)C(=O)Nc3ccccc32)cc1 (stereo not given)	-1	-2	0	5	-2	-1	1	1	-7	8
Cc1ccc(NC(=O)C2CCN(S(=O)(=O)c3c(C)[nH]c(=O)[nH]c3=O)CC2)cc1	0	13	5	-4	-1	4	9	3	2	1
Cc1cc2c(c(=O)n1CCc1ccccc1)C(c1ccco1)C(C#N)=C(N)O2 (stereo not given)	0	-3	-197	i	-150	5	9	-98	-5	-7
COc1ccc2cc(C(=O)C3CCCN(C(=O)c4ccnn4C)C3)ccc2c1 (stereo not given)	-1	7	-416	i	-466	0	15	-336	-6	-7
COC(=O)[C@]1(Cc2ccccc2)N[C@H](CN(C)C(=O)Nc2ccc(Cl)cc2)[C@@H]2C(=O)N(C)C(=O)[C@@H]21	-3	0	-3	-16	1	0	-5	3	3	0
O=C(NC(=S)Nc1cccc(NC(=S)NC(=O)c2ccccc2)c1)c1ccccc1	-4	5	-2	-15	-59	3	-10	-45	-5	8
COc1ccc(-c2nnc(SCC(=O)NCCC(C)C)nc2-c2ccc(OC)c(OC)c2)cc1OC	-22	3	2	12	-12	2	-1	-5	-15	2
O=C(Nc1nnc(-c2ccccc2)o1)c1nc2ccccc2s1	-12	-2	2	8	2	3	2	-3	-2	-8
Cc1ccc(C(=O)NNC(=O)CCn2nnc3ccccc32)cc1	1	-6	-5	0	-7	5	-22	-1	-2	3
CS(=O)CCC(NS(=O)(=O)c1ccccc1)C(=O)O (stereo not given)	4	-3	-3	8	0	5	3	1	-7	3
O=C(COc1ccccc1[N+](=O)[O-])Nc1cccnc1	13	6	-5	-3	-5	1	10	2	-3	-7
CCCCNC(=O)c1ccccc1NC(=O)CCC	-4	-7	0	-1	3	-3	-7	0	-2	-5
CCOC(=O)CNC(=O)CNC(=O)c1ccc(OCC(C)C)cc1	-12	5	-4	1	6	2	5	6	-7	-5
OC[C@H]1O[C@@H](c2nc(-c3ccc4[nH]ccc4c3)no2)[C@H](O)[C@@H](O)[C@H]1O	5	7	-1	-11	1	-4	4	-2	8	-3

Compound profiles (already shown). Screens in order: TDP2 absorb, ARFGAP1 inhibitor, ADAM17 inh, ADAM10 inh, PLC-beta3 inh, Tn7 DDE FP, ASAP1 GAP inh, PLC-gamma1 inh, SIAE primary, Tn6 DDE FP
COC(=O)[C@]1(Cc2ccccc2)N[C@H](CN(C)C(=O)Nc2ccc(Cl)cc2)[C@@H]2C(=O)N(C)C(=O)[C@@H]21 across the screens: -3, 0, -3, -16, 1, 0, -5, 3, 3, 0
COc1ccc2cc(C(=O)C3CCCN(C(=O)c4ccnn4C)C3)ccc2c1 (stereo not given) across the screens: -1, 7, -416, i, -466, 0, 15, -336, -6, -7
O=C(NC(=S)Nc1cccc(NC(=S)NC(=O)c2ccccc2)c1)c1ccccc1 across the screens: -4, 5, -2, -15, -59, 3, -10, -45, -5, 8

(continued)
SMILES	TDP2 absorb	ARFGAP1 inhibitor	ADAM17 inh	ADAM10 inh	PLC-beta3 inh	Tn7 DDE FP	ASAP1 GAP inh	PLC-gamma1 inh	SIAE primary	Tn6 DDE FP
CCCCN(CCCC)Cc1ccc(C(=O)NNC(=O)Nc2ccccc2)o1	4	5	-1	2	-1	-5	3	4	2	6
COc1ccccc1N1CCN(C(=O)CN(C)S(=O)(=O)c2ccc3c(c2)c(=O)n(C)c(=O)n3C)CC1	-5	1	1	-9	3	-2	7	0	3	8
Cc1ccc(-c2c(C#N)c(N)n(-c3ccc(C)cc3)c(=O)c2C#N)cc1	-5	-6	1	-4	-8	5	-11	-6	4	-1
C[C@H]1CN(S(=O)C(C)(C)C)[C@H](CCO)/C1=C\CCO (stereo not given in full)	-1	3	-3	-2	0	-9	2	0	-6	-6
COc1cc(/C=C/C(=O)OCC(=O)NCc2ccco2)ccc1OC(F)F	3	1	-10	-28	-26	2	2	-13	4	1
O=C(N/N=C/c1coc2ccccc2c1=O)c1ccccc1	-5	-11	-3	4	-6	6	-4	0	0	10
CCCC(=O)N1CCN(c2nc3ccc(Br)cc3s2)CC1	5	1	1	-1	-3	-6	4	1	-6	-5
Cc1cccc(COC[C@H](Cc2ccccc2)N2CCN(C(=O)c3cccc(C)c3)CCC2=O)c1	-5	-3	1	-2	1	11	-1	1	2	-5
CN(C)c1nc(C=C(C#N)C#N)c(Cl)n1-c1ccc(F)cc1	1	3	-6	-12	-33	-2	-13	-18	7	5
O=C(CSc1nnc(CNC(=O)c2c(F)cccc2Cl)o1)NC1CCCCC1	13	-5	-1	1	-4	-2	-18	0	-1	-6
O=C(COC(=O)Cn1cc(C(F)(F)F)ccc1=O)Nc1ccc(Br)cc1F	8	1	0	-1	-2	3	1	-19	2	6
Cc1ccc(NC(=S)N2CCCCC2CO)cc1C (stereo not given)	-4	12	1	-2	-5	1	-1	2	2	-4
Cc1ccnc(NC(=O)/C=C/c2ccccc2[N+](=O)[O-])c1	-2	7	1	-2	-1	7	-3	0	0	8
CCCCNC(=O)C[C@@H]1C[C@@]2(C(=O)OC)CC(C)(C)CC=C2N(Cc2ccccc2)C1=O	-3	3	1	-4	6	0	8	3	-2	8
